USP1-UAF1 inh = Inhibitors of USP1/UAF1: Primary Screen. Ubiquitin carboxyl-terminal hydrolase 1 (Homo sapiens), O94782. actives 0.23% (n = 390,000). Potency, µM (top dose mostly 57.1 µM), inactives show at the highest dose activity change, negative = inhibition, most hits filed as inhibitors. recombinant USP1/UAF1, Ub-Rhodamine cleavage fluorescence; note: potency is the fitted concentration of half-maximal effect; % is set by controls: 0 for no effect and ±100 for the full control effect; nearly all actives have a fitted effect of over 60% in size; inactives centre near -12
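1 nM enzyme complex + cpd, 15 min RT; start with Ub-Rho 150nM final; kinetic fluorescence ex 480/em 540, 6 reads q60 s. Buffer 50mM HEPES pH 7.8, 0.5mM EDTA, 0.1 mg/ml BSA, 1mM TCEP, 0.01% Tween-20.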
IDH1 R132H inh = qHTS for Inhibitors of mutant isocitrate dehydrogenase 1 (IDH1): qHTS | Isocitrate dehydrogenase [NADP] cytoplasmic (Homo sapiens), O75874 | IDH1-R132H enzyme, NADPH consumption, diaphorase/resazurin fluorescence | Potency, µM (highest dose often 76.6 µM), for the others: at the top dose activity change, negative = inhibition, hits mostly inhibitors | actives 0.093% (n = 390,000); note: potency is the fitted concentration of half-maximal effect; % is set by controls: 0 for no effect and ±100 for the full control effect; nearly all actives have a fitted effect of over 65% in size
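IDH1-R132H (0.5 ug/mL) preincubated 30 min with compound, then NADPH (0.016 mM) and alpha-KG (2 mM) added; 80 min at RT, pH 7.5. Remaining NADPH coupled via diaphorase/resazurin to fluorescence (540/590 nm); concentration-response curves normalized to no-enzyme control.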
Vif-A3F inh = qHTS for Inhibitors of Vif-A3F Interactions: qHTS | AID 602313, 2012 | Potency, µM (highest dose often 46.1 µM), inactives show top-dose activity, negative = active | actives 0.2% (n = 390,000) | HeLa A3F-eYFP + Vif (tagged APOBEC3F with the HIV-1 protein that degrades it), YFP fluorescence increase; note: potency is the fitted concentration of half-maximal effect; % of control where 0% means no effect; nearly all actives have a fitted effect of over 65% in size
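HeLa cells stably expressing A3F-eYFP plus Vif, plated and incubated overnight at 37 deg C, then exposed to compounds overnight at 37 deg C. Blocked degradation read as raised yellow fluorescence (Ex 488/Em 500-530).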
LDHA block = qHTS assay for inhibitors of human lactate dehydrogenase. purified LDHA, NADH/diaphorase-resazurin fluorescence; active compounds read low. activity change, % (values are at about 110 or 230 µM). actives 0.15% (n = 480,000); in the data active = activity change below about -30%; inconclusive = mostly about -25% to -30%;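 note: plate controls were DMSO wells for no effect and wells without enzyme for full effect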
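Resorufin fluorescence (ex540/em590), read at 0 and 20 min after diaphorase/resazurin addition, reports the NADH left after a 5 min room-temperature reaction of 2 nM human LDH5 with 0.06 mM NADH and 0.2 mM pyruvate.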
TrxR1 substrate = qHTS Assay for Substrates of Mammalian Selenoprotein Thioredoxin Reductase 1 (TrxR1): qHTS | purified TrxR1 substrate turnover, NADPH consumption readout | Potency, µM (highest dose often 114 µM), for the others: at the top dose activity change, negative = substrate turnover | actives 0.01% (n = 390,000) | AID 588456, 2011; note: potency is the fitted concentration of half-maximal effect; % is set by controls: 0 for no effect and ±100 for the full control effect; nearly all actives have a fitted effect of over 50% in size
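Rat TrxR1, dispensed at 90 nM, was prereduced with 400 uM NADPH (final) for 5 min at ~22 deg C, then incubated with compound 15 min before 400 uM selenite. A first-read NADPH fluorescence drop versus no-compound background flagged substrates.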
RXFP1 agonist = qHTS Assay for Agonists of the Relaxin Receptor RXFP1 | HEK293T-RXFP1 cAMP TR-FRET, 30 min; response scale: percent of porcine relaxin response, buffer zero | actives 0.3% (n = 370,000) | AID 2676, 2010 | Relaxin receptor 1 (Homo sapiens), Q9HBX9 | Potency, µM (series often up to 57.5 µM), for the others: at the top dose activation, most hits filed as activators; note: potency is the fitted concentration of half-maximal effect; % is set by controls: 0 for no effect and ±100 for the full control effect; nearly all actives have a fitted effect of over 60% in size; many of its hits are not listed in these tables
Target sequence (Q9HBX9 whole entry, looked up): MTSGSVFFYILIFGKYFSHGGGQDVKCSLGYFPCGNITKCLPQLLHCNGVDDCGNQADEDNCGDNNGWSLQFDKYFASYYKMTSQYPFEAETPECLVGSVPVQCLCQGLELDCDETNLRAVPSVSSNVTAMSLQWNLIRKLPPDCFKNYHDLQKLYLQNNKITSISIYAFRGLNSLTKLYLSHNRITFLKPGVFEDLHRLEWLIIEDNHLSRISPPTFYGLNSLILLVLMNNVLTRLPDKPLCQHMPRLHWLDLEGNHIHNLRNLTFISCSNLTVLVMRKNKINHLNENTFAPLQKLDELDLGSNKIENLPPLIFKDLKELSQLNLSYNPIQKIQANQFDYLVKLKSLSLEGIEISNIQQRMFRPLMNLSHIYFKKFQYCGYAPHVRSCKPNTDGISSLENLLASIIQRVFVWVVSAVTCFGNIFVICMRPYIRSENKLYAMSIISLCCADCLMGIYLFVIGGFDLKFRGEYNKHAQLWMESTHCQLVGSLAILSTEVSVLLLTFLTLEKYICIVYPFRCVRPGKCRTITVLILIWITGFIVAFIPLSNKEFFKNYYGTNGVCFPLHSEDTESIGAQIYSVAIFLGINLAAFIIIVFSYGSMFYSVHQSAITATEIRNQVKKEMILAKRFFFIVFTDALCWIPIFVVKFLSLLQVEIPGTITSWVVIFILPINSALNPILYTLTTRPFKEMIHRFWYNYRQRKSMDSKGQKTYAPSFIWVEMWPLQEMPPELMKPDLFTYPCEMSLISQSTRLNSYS
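HEK293 cells stably expressing RXFP1, treated 30 min at 37C with compounds plus PDE4 inhibitor Ro 20174; cAMP measured by HTRF TR-FRET. Normalized to buffer and 29 nM porcine relaxin; EC50 by Hill fit.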
Vif-APOBEC3G blk = qHTS for Inhibitors of Vif-A3G Interactions: qHTS; Potency, µM (titrated, usually from 46.1 µM), without a hit: at the highest dose activity, negative = active, usual class: inhibitors; actives 0.076% (n = 410,000); HeLa A3G-eYFP + Vif (tagged APOBEC3G with the HIV-1 protein that degrades it), YFP fluorescence, overnight; DNA dC->dU-editing enzyme APOBEC-3G (Homo sapiens), Q9HC16;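 note: potency is the fitted concentration of half-maximal effect; % is set by controls: 0 for no effect and ±100 for the full control effect; nearly all actives have a fitted effect of over 60% in size; hits raise eYFP signal because A3G escapes Vif-driven loss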
Target sequence (Q9HC16 whole entry, looked up): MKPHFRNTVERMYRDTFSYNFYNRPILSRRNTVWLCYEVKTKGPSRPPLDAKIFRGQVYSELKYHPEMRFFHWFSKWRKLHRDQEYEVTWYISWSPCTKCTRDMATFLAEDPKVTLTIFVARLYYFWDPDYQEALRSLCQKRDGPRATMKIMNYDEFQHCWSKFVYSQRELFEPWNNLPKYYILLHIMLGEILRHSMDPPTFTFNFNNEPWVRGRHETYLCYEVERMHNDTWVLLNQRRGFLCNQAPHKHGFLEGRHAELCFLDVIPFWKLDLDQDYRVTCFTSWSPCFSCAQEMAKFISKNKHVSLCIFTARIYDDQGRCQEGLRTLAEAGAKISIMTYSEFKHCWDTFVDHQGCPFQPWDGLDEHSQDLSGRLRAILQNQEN
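HeLa cells stably expressing Vif and C-terminally eYFP-tagged A3G, seeded overnight at 37 deg C, then exposed to compound by pintool overnight at 37 deg C. Rise in yellow fluorescence (Ex 488/Em 500-530, Acumen) marks blocked Vif-driven A3G degradation.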
PI4K2A block = qHTS for small molecular inhibitors of PI4K2A | Phosphatidylinositol 4-kinase type 2-alpha (Homo sapiens), Q9BTU6 | purified PI4K2A, ADP-Glo luminescence, 1 h; active compounds read low | activity change, negative = inhibition, % at 76.9 µM | actives 0.13% (n = 420,000) | AID 1346378, 2018; in the data active = activity change below about -50%; inconclusive = mostly about -30% to -49%;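 note: -100% = wells without enzyme as full effect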
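PI4K2A activity was measured by ADP-Glo luminescence: enzyme (4 ug/mL stock) and phosphatidylinositol (1.2 mM stock) in Tris pH 7.5/MgCl2/EGTA/Triton X-100 buffer were reacted with ATP (300 microM stock) for one hour at ambient temperature.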
GRP78 ERSR act = qHTS for Inducers of the Endoplasmic Reticulum Stress Response (ERSR) in Human Glioma: qHTS; U87-MG GRP78 promoter luciferase reporter, 16 h; Potency, µM, inactives show top-dose activation, most hits filed as activators; actives 0.02% (n = 420,000); AID 602332, 2012; note: potency is the fitted concentration of half-maximal effect; series mostly up to about 76 µM; % of control where 0% means no effect; nearly all actives have a fitted effect of over 35% in size
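Stably transfected U87-MG glioma cells carrying a GRP78-based luciferase sensor; 16 h compound incubation. Luminescence end-point read 10 min after Bright-Glo addition at room temperature.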
* = called active by the depositor; ? = inconclusive; / = not tested or not shown; & = joins results of further samples; [ ] = another dose, or the depositor's remark. Unless noted, calls come from the whole dose curve; as a rule, active = well fitted curve in the direction sought with a large enough effect; inconclusive = small, poorly fitted or top-dose-only effect, or another doubt; inactive = no such curve, though single readings can be large; an effect the other way counts as inactive or inconclusive. Some of the compounds tested; count on the stated rates, not on these rows.

SMILES	USP1-UAF1 inh	IDH1 R132H inh	Vif-A3F inh	LDHA block	TrxR1 substrate	RXFP1 agonist	Vif-APOBEC3G blk	PI4K2A block	GRP78 ERSR act
CC(C)CCNC(=O)Cn1cc2c(n1)CCCCC2	?	-3%	2%	-5	4%	1.3%	-1%	-1	1%
COc1ccc(CCC(=O)NCCS(=O)(=O)N2CCN(c3ccccc3)CC2)cc1	-1%	1%	-10%	-8	-12%	-1.7%	0%	1	-3%
Cc1ccccc1C(=O)N1CCC(C(=O)Nc2ccc(C)c(S(=O)(=O)N3CCCCC3)c2)CC1	-8%	-8%	1%	-2	-7%	-0.4%	1%	4	-4%
COc1ccc(S(=O)(=O)N2CCCC(C(=O)NC3CC3)C2)cc1Cl (centres undefined)	-8%	5%	-18%	1	4%	0.5%	-4%	3	-2%
C=CCOc1c(Br)cc(CNn2c(C)n[nH]c2=S)cc1OCC	-8%	3%	7%	-5	0%[57.1 µM]	4.8%	-4%	0	-5%
Cc1ccc(C)c(C(=O)CSc2nnnn2C(C)C)c1	-3%	8%	4%	-5	-6%	-0.5%	-1%	7	-3%
Cc1ccc(NC(=O)NC(=O)c2cnccc2C(F)(F)F)c(C)c1	6%	11%	1%	-4	0%[57.1 µM]	1.7%	3%	-1	2%
CC(=O)Nc1cccc(C(=O)OCC(=O)Nc2c(C)nn(-c3ccccc3)c2C)c1	-7%	2%	7%	-7	5%	0.0%	1%	0	-6%
CC1(C(=O)Nc2ccc3nc[nH]c3c2)CCN1C(=O)C1(c2ccccc2)CC1 (centres undefined)	/	/	/	5	/	/	1%	-2	-4%
Cc1cccc(N2C(=O)C(Cl)=C(N3CCOCC3)C2=O)c1	-20%	7%	-8%	-1	6%[2.29 µM]	0.5%	-2%	2	-4%
CCOc1ccc(C(C(=O)NCC2CCCO2)N(Cc2cccs2)C(=O)c2snc(C(N)=O)c2N)cc1 (centres undefined)	-12%	0%	4%	-4	6%	-3.8%	-1%	2	-1%
CCSc1nnc(NC(=O)CCc2ccc(OC)cc2)s1	4%	2%	-2%	-3	2%	-0.5%	1%	2	-6%
O=C(CCC(=O)N1CCN(C2CCCCC2)CC1)Nc1nnc(C(F)(F)F)s1	-13%	4%	-2%	-2	-4%	3.2%	1%	5	-4%
CC1Cc2ccccc2N1C(=O)COC(=O)CNC(=O)c1ccc(Br)o1 (centres undefined)	2%	19%	-2%	-8	0%[57.1 µM]	1.2%	3%	3	-4%
Cc1ccc(S(=O)(=O)NC(C(=O)Oc2ccc3ccc(=O)oc3c2)c2ccccc2)cc1 (centres undefined)	-19%	9%	7%	-2	259%[activator]	6.2%	-1%	-2	-3%
CC(C)COc1ccc(C(=O)Nc2cccc(-c3nc4ccccc4[nH]3)c2)cc1	-15%	-12%	-14%	-8	-1%	1.9%	5%	-3	-2%
O=C(Nc1cccc(S(=O)(=O)N2CCOCC2)c1)c1ccc(Cl)c([N+](=O)[O-])c1	-15%	0%	4%	-8	1%[57.1 µM]	3.1%	1%	0	2%
COc1cccc(NC(=O)COC(=O)CNS(=O)(=O)c2c(F)cccc2F)c1	-15%	0%	0%	1	-6%	-1.0%	1%	-5	-2%
O=C1C(=Cc2ccco2)CCCC1=Cc1ccco1	-6%	-6%	?	13	?	/	-8%	-3	5%
CCN(CC)S(=O)(=O)c1ccc(N2CCOCC2)c(NC(=O)c2ccc3ccccc3c2)c1	-11%	5%	-2%	3	18%	2.8%	3%	1	-2%
Clc1cccc(Cc2c(-c3ccccc3)nc3c4ccccc4ccn23)c1	/	/	/	-9	/	/	-3%	-2	2%
CCCCNC(=O)CCCCCNS(=O)(=O)c1ccc(OC)cc1	-11%	1%	-4%	-17	10%	-0.3%	1%	7	-1%
Oc1ccc(Br)cc1-c1ccn[nH]1	-2%	5%	-16%	7	-9%	0.8%	1%	4	3%
O=C(Nc1cccc(-c2nnco2)c1)c1cccs1	-21%	-5%	-9%	-4	-5%	2.7%	3%	-1	-1%
Brc1ccc(-c2csc(NC3=NCCCCC3)n2)cc1	-25%	0%	-1%	-5	-1%	-0.7%	8%	0	8%
N#CCCn1ccc(NC(=O)c2ccc(Cl)cc2)n1	-13%	10%	-10%	-3	-7%	3.0%	1%	6	4%
C=CCOc1ccccc1CN1CCC(Oc2ccc(C(=O)N3CCCC3)cc2)CC1	-17%	6%	-2%	-3	7%	-2.9%	1%	-2	-6%
CC(C)(C)n1nc2c(c1NC(=O)c1cccs1)CS(=O)C2 (centres undefined)	-17%	-1%	3%	-3	2%	-0.3%	-1%	2	-4%
O=c1[nH]cnc2sc3c(c12)CCCCC3	-3%	-3%	8%	-8	-16%	3.1%	2%	-5	-7%
O=C1CC(N2CCN(c3ccccn3)CC2)C(=O)N1CC(c1ccccc1)c1ccccc1 (centres undefined)	-1%	22%	/	1	-6%	-0.3%	4%	-4	-8%

The last two compounds of the part before come first, to join the parts.
SMILES	USP1-UAF1 inh	IDH1 R132H inh	Vif-A3F inh	LDHA block	TrxR1 substrate	RXFP1 agonist	Vif-APOBEC3G blk	PI4K2A block	GRP78 ERSR act
O=c1[nH]cnc2sc3c(c12)CCCCC3	-3%	-3%	8%	-8	-16%	3.1%	2%	-5	-7%
O=C1CC(N2CCN(c3ccccn3)CC2)C(=O)N1CC(c1ccccc1)c1ccccc1 (centres undefined)	-1%	22%	/	1	-6%	-0.3%	4%	-4	-8%
Cc1ccc2oc(=O)c3cnn(CC(=O)NC4CCCCC4C)c3c2c1 (centres undefined)	-6%	2%	-16%	-9	0%	1.5%	7%	-14	-2%
COc1cccc(/C=N/NC(=O)CO/N=C(\C)c2cccs2)c1OC	3%	5%	0%	-3	28%	4.7%	0%	1	-1%
CCN(CC(=O)Nc1cc(Cl)ccc1C)C(=O)CSCc1ccccc1	-4%	8%	8%	-5	5%[57.1 µM]	0.6%	-4%	-1	0%
COc1ccccc1NS(=O)(=O)c1ccc(Cl)c(NC(=O)c2sc3cc(Cl)ccc3c2Cl)c1	1%	4%	6%	-7	-12%	1.9%	5%	0	-4%
COc1ccc(/C=N/Nc2ccc(C(F)(F)F)cc2[N+](=O)[O-])cc1	-14%	3%	-24%	-7	-10%	5.1%	-3%	3	-1%
Cn1nccc1C(=O)N/N=C/c1cccnc1	1%	-7%	4%	-9	-6%	3.2%	4%	-7	5%
O=C(Nc1ccccc1Cl)c1cc(C2CCCN(C(=O)OCCF)C2)on1 (centres undefined)	/	/	/	-1	/	/	-3%	-2	-2%
Cn1c(C(O)c2ccc(Cl)cc2)nc(Cl)c1Cl (centres undefined)	-6%	3%	4%	-3	0%	0.5%	-5%	7	-3%
COc1ccc(N/C=C2/CCCCC2=O)cc1	-11%	11%	-4%	3	-3%	1.5%	0%	-1	0%
O=C(CSc1nnc(COc2ccc(Br)cc2)o1)NC1CCCCC1	3%	0%	-5%	-8	11%[57.1 µM]	-2.1%	-2%	0	1%
CCC1CCCCN1CCCNC(=O)C1CCN(Cc2nc(-c3ccc(Cl)cc3)oc2C)CC1 (centres undefined)	4%	-13%	-16%	0	-9%	2.7%	-6%	-1	-10%
O=C(CCCCC(=O)NC1CCCC1)NC1CCCC1	-21%	-3%	0%	-9	11%	-1.1%	-1%	-6	1%
Cc1ccc(CNC(=O)c2c(C)oc3nc(C)nc(N4CCOCC4)c23)cc1	-19%	-1%	1%	0	-3%	-1.0%	2%	-2	-3%
COCCCNCC(=O)Nc1sc(C)c(C)c1C(=O)OC	-17%	5%	6%	-18	-5%	-1.4%	2%	7	-3%
CCCNc1c(NS(=O)(=O)c2ccc(C(C)(C)C)cc2)c(=O)oc2ccccc12	-20%	-14%	-1%	-17	102%[activator]	3.1%	3%	3	-4%
O=c1onc(-c2ccccc2Cl)n1-c1ccccc1Cl	-10%	11%	-9%	-3	-21%[57.1 µM]	/	-2%	-2	-3%
Cc1c(C(=O)NCC2CC2)sc(=O)n1Cc1cccc(F)c1	/	/	/	1	/	/	-5%	5	-2%
Cn1ccnc1C1CCCCN1Cc1nc(Cc2cccc(C(F)(F)F)c2)no1 (centres undefined)	-14%	2%	-14%	4	10%[11.4 µM]	-2.5%	-1%	7	-1%
CN(C)CCN1C(=O)NC(C)(c2ccc([N+](=O)[O-])cc2)C1=O (centres undefined)	-14%	6%	1%	-1	-7%[57.1 µM]	1.5%	1%	0	-3%
Clc1ccc(N2CCN(Cc3c[nH]c4ncccc34)CC2)cc1	-19%	-1%	0%	-17	6%[57.1 µM]	-1.5%	-4%	2&4	-6%&-1%&-4%&-2%
O=C(NC(=S)NCCCN1CCOCC1)c1ccco1	-21%	10%	11%	1	5%	-1.7%	5%	3	2%
CCOC(=O)C(=CNCC(=O)OC)C(=O)OCC	9%	4%	-12%	-7	8%[57.1 µM]	0.2%	4%	9	-4%
